Screening results deposited in PubChem by Southern Research Specialized Biocontainment Screening Center.
tuberculosis growth = growth inhibition of non-replicating M. tuberculosis (AID 488890) | 320,000 tested, 0.39% active | Mycobacterium tuberculosis non-replicating, growth inhibition; higher % means a stronger effect | inhibition, % at 25 µM, or IC50 in µM where a hit was titrated; in the data active = a potency from the dose series;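 note: plate controls were DMSO cells for no effect and high antibiotic wells for full effect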
VEEV TC-83 Vero = inhibitors of VEEV TC-83 cytopathic effect, confirmation, Vero cells (AID 588727); Vero cells, VEEV TC-83 cytopathic effect inhibition; higher % means a stronger effect; inhibition, % at 20 µM; hits with a dose series show IC50 in µM; 350,000 tested, 0.13% active; in the data active = a potency from the dose series; note: strong numbers were not always called active
Salmonella PhoP GFP = PhoP regulon inhibitors, Salmonella typhi PhoP promoter GFP reporter, confirmatory (AID 1850); Salmonella Typhi PhoP-promoter GFP reporter, fluorescence, 4 h; higher % means a stronger effect; inhibition, % at 50 µM; hits with a dose series show IC50 in µM; 310,000 tested, 0.33% active; in the data active = a potency from the dose series;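 note: 0% = induced wells with vehicle and 100% = uninduced wells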
H37Rv inhibition = M. tuberculosis growth inhibition, HTS (AID 449762). 330,000 tested, 0.59% active. one-dose inhibition, % at 25 µM; IC50 in µM for titrated hits. M. tuberculosis H37Rv growth inhibition, 7H9 media; higher % means a stronger effect; in the data active = a potency from the dose series;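 note: bacterial growth assessed after seven days of incubation; strong numbers were not always called active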
influenza NS1A = H1N1 influenza NS1A inhibitors, functional cell based assay (AID 504329); NS1A functional cell-based assay, percent inhibition; higher % means a stronger effect; one-dose inhibition, % at 12.5 µM; IC50 in µM for titrated hits; 340,000 tested, 0.3% active; in the data active = a potency from the dose series; note: strong numbers were not always called active
VEEV TC-83 Vero 10K pilot screen = also measured in VEEV TC-83 Vero; calls as there; inhibition, %; measured here: 10K pilot screen inhibition
Numbers without * were called inactive; i = inactive; . = no result given.

SMILES	tuberculosis growth	VEEV TC-83 Vero	Salmonella PhoP GFP	H37Rv inhibition	influenza NS1A	others
O=C(Nc1nc2ccccc2n1CCN1CCCCC1)c1ccco1	64.5%	1.1%	9.2%	0.3%	0.3%
NC(=O)CC(NC(=O)Cc1ccc(Cl)cc1)c1ccc(NC2CC3CCC2C3)c([N+](=O)[O-])c1 (stereo not drawn)	10.9%	i	-3.2%	-2.5%	19.9%
CCN1CCN(c2ccc(NC(=O)c3ccc4c(c3)[nH]c(=O)n4Cc3ccc(OC)cc3)cc2)CC1	21.6%	1.2%	2.2%	3.3%	11.3%
CCOc1c(Cl)cc(CNc2ccc(S(N)(=O)=O)cc2)cc1OC	6.9%	2.3%	-3.4%	2.2%	2.7%
COc1cccc(OC)c1OCCCCN1CCCC1	-1.2%	1.4%	-11.3%	0.7%	4.6%
COc1cccc(Cn2c(=S)[nH]c3ccc(N4CCOCC4)cc3c2=O)c1	9.8%	4.3%	0.8%	11.4%	-13.6%
CS(=O)(=O)N(CC(N)=O)c1cccc(Br)c1	-3.0%	0.8%	-29.4%	7.4%	-25.9%
CCOc1cccc(Nc2ccc([N+](=O)[O-])cn2)c1	61.6%	1.2%	2.6%	11.2%	-1.5%
COC(=O)c1cc(OC)c(OC)cc1NC(=O)C1CCC(=O)N1S(=O)(=O)c1ccc(C)cc1 (stereo not drawn)	-2.7%	4.0%	5.3%	-2.5%	0.5%
Cc1oc(-c2ccc(Cl)cc2)nc1CN1CCC(C(=O)NCc2cccnc2)CC1	10.8%	i	-0.4%	-3.1%	4.8%
O=C(COc1cccc(-n2cnnn2)c1)NC1CCCCC1	2.4%	i	4.7%	1.3%	-10.5%
COc1cccc2oc(CCc3ccccc3)cc(=O)c12	.	1.9%	.	.	2.9%
CNC(=O)c1c(NC(=O)CCS(=O)(=O)c2ccccc2)sc2c1CCN(C(=O)OC)C2	51.3%	0.4%	8.6%	-4.5%	-1.2%
Cc1cccc(C)c1-n1c(C)nn(CC2CC2)c1=O	2.6%	2.3%	1.1%	4.3%	6.7%
Cc1ccccc1C(=O)NC1CC(C)(C)NC(C)(C)C1	-1.5%	0.7%	-4.2%	6.0%	-4.0%
CC(=O)N(C)c1ccc(NC(=O)Cc2cccc3ccccc23)cc1	3.8%	2.2%	6.1%	8.9%	4.0%
N#C/C(=C\c1ccc[nH]1)C(=O)Nc1ccccc1[N+](=O)[O-]	1.4%	2.1%	-11.5%	4.5%	-4.6%
CCn1c(SCC(=O)NC2CCCCC2)nnc1-c1cccnc1	-9.0%	2.7%	-8.6%	-21.3%	-7.6%
Cc1cc2cc(CNC(=O)CC(C)C)ccc2n1C	58.2%	i	5.2%	6.3%	-1.8%
Cn1ccc(C(=O)Oc2ccc(C(=O)Nc3ccc(F)cc3F)cc2)n1	37.4%	0.4%	-0.7%	4.5%	0.3%
COc1ccc(CC(=O)OCC(=O)Nc2c(C)n(C)n(-c3ccccc3)c2=O)cc1	-11.5%	i	0.5%	-0.7%	5.0%
COCc1cc(C)nc(NC2CC(C)(C)NC(C)(C)C2)c1C#N	-4.2%	i	1.7%	-4.0%	5.1%
CCC1(C(=O)c2ccc(C)cc2)C2c3ccccc3OC(=O)C21C(=O)O (stereo not drawn)	-1.1%	0.6%	15.9%	6.0%	-2.2%
O=[N+]([O-])c1ccc(N2CCCC(C(F)(F)F)C2)c2ccncc12 (stereo not drawn)	63.7%	i	-0.2%	1.6%	14.2%
O=C1NC(Cc2ccccc2)c2nc3ccccc3c(=O)n2-c2ccc(Cl)cc21 (stereo not drawn)	-8.2%	.	.	-2.8%	.
COc1cc(NS(=O)(=O)c2ccc(NC(=O)COc3ccccc3C)cc2)nc(OC)n1	21.9%	1.2%	18.6%	0.1%	-0.1%
CCOc1ccccc1NC(=O)C(c1ccccc1)N1CCN(C(=O)c2ccco2)CC1 (stereo not drawn)	-22.2%	8.3%	.	-2.8%	1.4%
N#Cc1cccnc1Nc1cccc(Cl)c1	-13.7%	i	0.8%	-4.0%	-4.4%
O=C(Nc1ccc2oc(-c3cccnc3)nc2c1)c1ccco1	5.2%	11.0%	5.7%	-2.0%	6.5%
CSc1ccc(CN2C(=O)NC3(CCCCCCC3)C2=O)cc1	19.0%	3.6%	1.0%	3.5%	-11.0%
Cc1cccc(C(=O)NCCNC(=O)c2ccco2)c1	-7.4%	0.6%	12.1%	9.5%	11.9%
CC(C)Oc1cccc(C(=O)C2CCCN(Cc3cnc(N4CCOCC4)s3)C2)c1 (stereo not drawn)	0.6%	0.6%	4.3%	1.0%	-2.2%
CO/N=C/NC(=O)c1c(OC)ccnc1Oc1ccc(F)cc1	-0.1%	0.2%	3.5%	7.5%	0.9%
O=C(CN1C(=O)/C(=C\c2ccc(C(F)(F)F)cc2)Sc2ccccc21)NCc1ccco1	17.6%	8.8%	2.7%	8.9%	1.3%
CC1(C)CC(=O)C2=C(C1)Nc1[nH]n(-c3ccccc3)c(=O)c1C2c1ccc2c(c1)OCO2 (stereo not drawn)	.	0.5%	.	.	1.1%
CCOC(=O)c1ccc(Cn2cnc3ccccc3c2=O)cc1	41.7%	1.8%	5.6%	1.9%	6.8%
CCn1c(SCC(=O)c2cccs2)nnc1-c1ccco1	15.2%	i	-11.3%	0.9%	13.9%
Cc1ccc(NC(=O)c2cc(-c3cccs3)on2)cc1	57.9%	2.4%	6.6%	-0.2%	-0.4%
COCCCNC(=S)NC1CC2CCCC(C1)N2Cc1ccco1 (stereo not drawn)	1.7%	0.1%	3.9%	-0.5%	7.2%
CSCCC(=O)N1CCCC(N2CCN(c3cccc(C(F)(F)F)c3)CC2)C1 (stereo not drawn)	i	i	-1.5%	-7.8%	-1.4%
Cc1nc2ccccc2n1CC(=O)c1ccc(O)c(O)c1	-15.6%	0.2%	.	-6.3%	-14.2%
CN1CCN(C(=O)c2ccc3c(c2)N(Cc2ccccc2F)C(=O)c2ccccc2S3=O)CC1 (stereo not drawn)	-3.0%	i	-7.3%	-3.6%	5.3%	VEEV TC-83 Vero 10K pilot screen=0.1
COc1ccc(C)cc1NS(=O)(=O)c1ccc2c(c1)oc(=O)n2C	2.4%	1.0%	6.2%	8.6%	-4.4%
O=C(Nc1ccccc1)c1ccc(Br)c(S(=O)(=O)Nc2ccccn2)c1	-21.7%	3.5%	-0.6%	-4.6%	-13.0%
COc1cccc(-n2nc(C(C)=O)c(C#N)c2-c2ccco2)c1	-10.2%	i	-2.7%	-4.3%	-12.2%
O=C1c2ccccc2S(=O)(=O)c2cc(N3CCC(C(=O)N4CCCCC4)CC3)ccc21	13.4%	.	2.1%	-4.9%	.
COc1cccc(NC(=O)CC(=O)c2ccc([N+](=O)[O-])cc2)c1	.	1.1%	-12.8%	0.0%	1.2%
Cc1ccc(CNC(=O)C(=O)NCCC2CCCCN2S(=O)(=O)c2cccs2)cc1 (stereo not drawn)	10.5%	0.5%	-5.1%	0.3%	7.2%
Cc1cnc(NC(=O)CSc2ncn(-c3ccccc3)n2)s1	19.0%	3.5%	-7.3%	-8.2%	3.4%
O=C(O)C1CCCCC1C(=O)OCCCCOC(=O)C1CCCCC1C(=O)O (stereo not drawn)	-12.2%	3.1%	1.6%	-6.3%	-1.1%
COC(=O)C1CC2=C(CC(C)(C)CC2=O)N(c2ccccc2)C1=O (stereo not drawn)	.	0.8%	.	.	1.0%
C=CCOc1ccccc1CN1CCC(CO)(CCOc2ccccc2)CC1	42.8%	0.0%	0.2%	-1.1%	-6.2%
OC(COc1c(Cl)cc(Cl)cc1Cl)CN1CCCCC1 (stereo not drawn)	39.2%	i	1.5%	3.4%	-10.3%
Cc1cc(NCCCCCCCNc2cc(C)nc3cc([N+](=O)[O-])ccc23)c2ccc([N+](=O)[O-])cc2n1	.	i	.	.	3.4%
O=C(Nc1ccc2c(c1)C(=O)N(C1CCCCC1)C2=O)C1CCCO1 (stereo not drawn)	7.2%	1.0%	-14.7%	9.9%	2.2%
COCCN1CCN(Cc2cn(C)nc2-c2cccc(Cl)c2)CC1	9.8%	i	-5.2%	-2.0%	7.2%
N#Cc1ccc(OCC(=O)N2CCN(Cc3ccc4c(c3)OCO4)CC2)cc1	8.7%	2.0%	10.7%	0.7%	1.6%
CCCC(=Nc1ccccc1OC)C1=C(O)CC(c2ccccc2)CC1=O (stereo not drawn)	13.7%	1.9%	-2.3%	-2.6%	-0.8%
CCNC(=S)NNC(=O)c1csc2c1CCCC2	5.2%	1.0%	-11.4%	-0.4%	7.8%
COc1cc(-c2cc(C(=O)Nc3cccc(S(=O)(=O)N(C)C)c3)c3ccccc3n2)cc(OC)c1OC	-2.8%	3.4%	3.5%	-2.1%	-1.8%

Arranged by length of the SMILES (highest first): part of the list above.
SMILES	tuberculosis growth	VEEV TC-83 Vero	Salmonella PhoP GFP	H37Rv inhibition	influenza NS1A	others
Cc1cc(NCCCCCCCNc2cc(C)nc3cc([N+](=O)[O-])ccc23)c2ccc([N+](=O)[O-])cc2n1	.	i	.	.	3.4%
COc1cc(-c2cc(C(=O)Nc3cccc(S(=O)(=O)N(C)C)c3)c3ccccc3n2)cc(OC)c1OC	-2.8%	3.4%	3.5%	-2.1%	-1.8%
CN1CCN(C(=O)c2ccc3c(c2)N(Cc2ccccc2F)C(=O)c2ccccc2S3=O)CC1 (stereo not drawn)	-3.0%	i	-7.3%	-3.6%	5.3%	VEEV TC-83 Vero 10K pilot screen=0.1
O=C1c2ccccc2S(=O)(=O)c2cc(N3CCC(C(=O)N4CCCCC4)CC3)ccc21	13.4%	.	2.1%	-4.9%	.
Cc1ccc(CNC(=O)C(=O)NCCC2CCCCN2S(=O)(=O)c2cccs2)cc1 (stereo not drawn)	10.5%	0.5%	-5.1%	0.3%	7.2%
COc1cccc(NC(=O)CC(=O)c2ccc([N+](=O)[O-])cc2)c1	.	1.1%	-12.8%	0.0%	1.2%
O=C(Nc1ccc2c(c1)C(=O)N(C1CCCCC1)C2=O)C1CCCO1 (stereo not drawn)	7.2%	1.0%	-14.7%	9.9%	2.2%
Cc1cnc(NC(=O)CSc2ncn(-c3ccccc3)n2)s1	19.0%	3.5%	-7.3%	-8.2%	3.4%
Cc1nc2ccccc2n1CC(=O)c1ccc(O)c(O)c1	-15.6%	0.2%	.	-6.3%	-14.2%
OC(COc1c(Cl)cc(Cl)cc1Cl)CN1CCCCC1 (stereo not drawn)	39.2%	i	1.5%	3.4%	-10.3%
CCNC(=S)NNC(=O)c1csc2c1CCCC2	5.2%	1.0%	-11.4%	-0.4%	7.8%

The listing continues:
SMILES	tuberculosis growth	VEEV TC-83 Vero	Salmonella PhoP GFP	H37Rv inhibition	influenza NS1A	others
COc1cc(/C=C(/C(=O)O)c2ccc(-c3ccccc3)cc2)cc(OC)c1OC	5.8%	1.1%	-11.0%	-10.2%	-11.1%
COC(=O)C(NC(C)=O)(Nc1nc2c(C)cc(C)cc2s1)C(F)(F)F (stereo not drawn)	0.3%	i	-1.1%	-2.8%	7.2%	VEEV TC-83 Vero 10K pilot screen=1.1
Cc1ccc(S(=O)(=O)NCCn2nc(C)cc2C)cc1	-8.2%	1.2%	12.2%	3.7%	-7.4%
Cc1ccc2oc(-c3ccc(NC(=O)CC(C)C)cc3)nc2c1	-8.3%	2.4%	0.7%	-4.5%	1.4%
COCC(=O)Nc1cccc(-c2ccc3nncn3n2)c1	-3.2%	2.8%	-0.8%	0.6%	2.8%
O=C(Cn1[nH]c(=O)c2ccccc2c1=O)Nc1cccc(-c2nnc3n2CCCCC3)c1	-12.2%	5.9%	14.3%	-10.8%	7.5%
CCN(c1ccccc1)S(=O)(=O)c1ccc(C(=O)Nc2ncccc2O)cc1	9.6%	1.9%	-0.4%	-1.7%	-2.8%
N#CC(C#SN)=C1CCCCC1	71.5%	2.3%	-5.0%	-5.3%	4.8%
CCOc1[nH]n(-c2ccccc2)c(=O)c1C=Nc1ccc(OC)cc1	4.8%	0.7%	-11.2%	36.5µM*	-2.2%
CC1(C)Cc2noc(N)c2C(C)(C)N1OC(=O)c1scc2c1OCCO2	-9.4%	0.4%	10.6%	-8.0%	12.1%
CCCC(=O)Nc1nc(-c2ccc3c(c2)CCN3S(C)(=O)=O)cs1	-0.1%	1.2%	-11.4%	-4.2%	8.9%
CN1CCN(C2=C(Cl)C(=O)N(c3cccc(Cl)c3)C2=O)CC1	52.6%	6.5%	-7.4%	-9.1%	4.6%
CCSC1=C(C#N)C(c2ccccc2OC)CC(=O)N1 (stereo not drawn)	-8.9%	i	.	-15.6%	-7.8%
Cc1ccc(-n2c(/C=C/c3ccc4c(c3)OCO4)nc3ccccc3c2=O)cc1	8.9%	.	3.6%	12.9%	.
CC(C)[C@H](NS(=O)(=O)c1ccc2c(c1)OCCO2)C(=O)OCC(=O)Nc1cc(Cl)ccc1Cl	28.9%	0.8%	-7.5%	-19.6%	3.1%
Cc1cc(C)c(NC(=O)COC(=O)C2CCCCC2)c(C)c1	8.3%	0.2%	.	-1.2%	-13.2%
C/C(=N\NC(=O)c1c(Cl)cnn1C)c1cccnc1	.	1.7%	.	.	-12.8%
COc1ccc(CCN2CC(C(=O)N(C)CCc3cn[nH]c3)CCC2=O)cc1 (stereo not drawn)	.	0.6%	.	.	-7.3%
